# Bioassay records as filed in PubChem.
# SUMO Mot1 rescue – blocks SUMOylation pathway, rescuing yeast Mot1-301 growth; S. cerevisiae Mot1-301 growth rescue, ATP luminescence, 38.5C; percent above DMSO median, 100 means doubled; 320,000 tested, 1% active; growth rescue, % at 18.8 µM;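 active = every valid replicate shows activation above 250% relative to neutral control wells; inactive = the rest, any valid replicate at or below 250%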;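 also: OY570 slx delta 5 strain wells were the positive control but not used for scaling; some compounds called inactive have numbers as strong as hits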
# dFosB activator – enhances mouse delta FosB homodimer DNA binding. purified delta FosB, TAMRA-CDK5 oligo fluorescence polarization; percent of positive-control signal above neutral wells. activation, % at 25 µM. 340,000 tested, 0.99% active. AID 493131;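 active = mean activation above about 17%, with every replicate also reaching it, limit read from the data, passing the limit was not always enough; inconclusive = only one of the two conditions met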;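 also: fluorescence polarization rise as delta FosB binds a TAMRA Cdk5 AP-1 oligo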
# CDK5 inh – inhibitors of human CDK5/p35 kinase | Q00535+Q15078 | inhibition, % at 10 µM | 330,000 tested, 0.01% active | Recombinant CDK5/p35, ADP-Glo luminescence, 60 min | AID 488839;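 active = highest replicate inhibition of at least 50% and at least 75% of replicates reaching 50%; inconclusive = only one of the two criteria met; inactive = both criteria failed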;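 also: plate controls were DMSO neutral control for no effect and GW8510 at 10 µM for full effect; many of its hits are not listed in these tables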
# Target sequence (Q00535 whole entry, looked up): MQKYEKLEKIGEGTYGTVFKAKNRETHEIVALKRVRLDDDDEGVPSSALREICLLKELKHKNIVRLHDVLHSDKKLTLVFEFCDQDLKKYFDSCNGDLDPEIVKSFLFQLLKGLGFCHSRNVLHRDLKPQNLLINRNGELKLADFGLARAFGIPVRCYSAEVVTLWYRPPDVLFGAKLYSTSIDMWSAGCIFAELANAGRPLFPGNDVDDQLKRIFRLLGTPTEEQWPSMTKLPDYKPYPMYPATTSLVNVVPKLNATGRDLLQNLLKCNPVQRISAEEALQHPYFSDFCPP
# Target sequence (Q15078 whole entry, looked up): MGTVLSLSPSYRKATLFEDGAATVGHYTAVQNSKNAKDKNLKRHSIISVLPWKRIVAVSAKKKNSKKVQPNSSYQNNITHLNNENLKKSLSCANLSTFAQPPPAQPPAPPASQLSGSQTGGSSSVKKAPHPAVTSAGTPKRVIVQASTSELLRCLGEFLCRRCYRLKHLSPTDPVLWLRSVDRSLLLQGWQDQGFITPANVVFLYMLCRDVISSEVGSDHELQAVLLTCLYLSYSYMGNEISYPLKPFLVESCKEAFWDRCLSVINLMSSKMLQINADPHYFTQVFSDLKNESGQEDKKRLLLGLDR
# cardiac RTF act – cardiac RTF calcium sensitization; P19429+P45379; IANBD-labeled TnC RTF fluorescence at EC20 calcium; 0% EC20 calcium, 100% full calcium; AID 493008; activation, % at 7.2 µM; 340,000 tested, 0.24% active;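 active = activation above the mean over all tested compounds plus 3 SD, cut at about 30% in these data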;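 also: rise in fluorescence read as greater calcium sensitivity of cardiac thin filaments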
# Rtt109 Vps75 – C. albicans Rtt109 histone acetyltransferase inhibition. Q5AAJ8. purified Rtt109/Vps75, ThioGlo CoA-SH fluorescence, 4 h. inhibition, % at 34.9 µM. 330,000 tested, 0.16% active;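 active = inhibition of at least 50% in every replicate; inconclusive = best replicate reaches 50% inhibition but some replicates fall short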
# Target sequence (Q5AAJ8 whole entry, looked up): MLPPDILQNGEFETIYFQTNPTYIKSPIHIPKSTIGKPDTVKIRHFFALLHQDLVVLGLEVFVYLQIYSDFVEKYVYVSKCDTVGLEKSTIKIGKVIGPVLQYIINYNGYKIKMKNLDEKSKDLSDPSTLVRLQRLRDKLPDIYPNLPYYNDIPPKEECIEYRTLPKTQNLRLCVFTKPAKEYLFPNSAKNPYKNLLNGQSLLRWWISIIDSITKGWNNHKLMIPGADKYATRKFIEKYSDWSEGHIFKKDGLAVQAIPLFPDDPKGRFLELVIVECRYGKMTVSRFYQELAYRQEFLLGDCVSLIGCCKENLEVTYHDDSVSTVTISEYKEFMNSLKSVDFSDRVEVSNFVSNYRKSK
# NSD2 inh – NSD2 (human) methyltransferase inhibition; NSD2 peptide methylation, AlphaScreen, 120 min; inhibition, % at 12.5 µM; 310,000 tested, 0.54% active; AID 743445; in the data active = inhibition above about 50%
# PvdQ inh – blocks Pseudomonas aeruginosa PvdQ acylase activity | purified PvdQ acylase, fluorescence plate reader | AID 488965 | 340,000 tested, 0.063% active | inhibition, % at 10 µM; in the data active = inhibition above about 30%, passing the limit was not always enough; inconclusive = no clear call, values can overlap the other calls;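 also: 0% = vehicle neutral wells and 100% = reference inhibitor wells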
# PfHsp90 set2 – reduces growth (ATP signal) of yeast expressing P. falciparum Hsp90; S. cerevisiae expressing PfHsp90, BacTiter-Glo ATP, 48 h; yeast lacking PDR1 and PDR3 efflux regulators; inhibition, % at 9.4 µM; 310,000 tested, 0.32% active;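 active = every replicate shows inhibition above about 80%, whatever the replicate mean, limit read from the data; inconclusive = mean inhibition reaches the set limit but some replicate falls short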;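 also: 0% = DMSO neutral controls and 100% = 20 µM radicicol positive controls; yeast relying on Plasmodium falciparum Hsp90 in place of its own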
# RTF Ca sens inh – cardiac RTF calcium desensitization | IANBD-labeled cardiac RTF, Ca2+ fluorescence | 340,000 tested, 0.12% active | AID 493244 | P19429+P45379 | inhibition, % at 7.15 µM;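 active = inhibition above the mean inhibition of all tested compounds plus 3 SD, cut at about 17% in these data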;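 also: assay run at fixed EC70 calcium of 1.6 mM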
# C-LANA FP – blocks KSHV LANA C-terminal domain binding to DNA | MBP-C-LANA/FAM-LBS DNA binding, fluorescence polarization | inhibition, % at 9 µM | 340,000 tested, 0.078% active | AID 504423;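 active = highest replicate inhibition at or above 60% at 9 µM, even if other replicates fall short; inactive = all replicates below 60% inhibition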;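 also: 0% = neutral control wells and 100% = 4 µM acridine orange control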
# Keap1-Nrf2 PPI – inhibitors of human Keap1-Nrf2 protein-protein interaction; 340,000 tested, 0.15% active; inhibition, % at 9.4 µM; Keap1 Kelch-Nrf2 peptide fluorescence polarization, 1536-well; AID 504523; Q14145; in the data active = inhibition above about 12%; inconclusive = no clear call, values can overlap the other calls; inactive = below about 7.3%;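 also: human Keap1 Kelch domain with fluorescein labeled Nrf2 9mer peptide probe; 0% = neutral control wells and 100% = peptide positive control; higher means more block of Keap1 binding to Nrf2 peptide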
# The depositor's hits bear a star; i = inactive; ? = inconclusive; · = no result given.
SMILES,SUMO Mot1 rescue,dFosB activator,CDK5 inh,cardiac RTF act,Rtt109 Vps75,NSD2 inh,PvdQ inh,PfHsp90 set2,RTF Ca sens inh,C-LANA FP,Keap1-Nrf2 PPI
COc1ccc(-c2cc(=O)oc3c(C)c(OC(=O)c4cccs4)ccc23)cc1,54,0,0.7,-7,4,0,-2,5,-2,1.5,0
CC(C)CNS(=O)(=O)c1ccc(S(=O)(=O)N2CCC(N3CCCCC3)CC2)cc1,-14,-2,1.0,-8,13,-2,7,16,-4,-0.6,2
Cc1nc2nc[nH]n2c(=O)c1CC(=O)O,66,2,0.3,0,1,·,-9,-8,-8,-1.1,0
CC(C)(C)c1cc(C(=O)NN)n(Cc2ccc(F)cc2)n1,-14,-3,-0.2,1,1,-2,-14,22,-5,-1.2,2
CC(=O)c1c(C)[nH]c(C(=O)Nc2cccc(S(=O)(=O)N3CCOCC3)c2)c1C,-5,-5,-1.2,5,4,0,11,3,-2,-1.0,0
O=C(N=Nc1c(O)[nH]c2ccccc12)Nc1ccccc1,·,-10,4.7,0,0,-6,-5,-5,-6,-1.8,-6
Cc1noc(NS(=O)(=O)c2ccc(NC(=O)COc3ccc(Cl)cc3Cl)cc2)c1C,-29,-5,0.5,-5,5,3,5,2,-6,0.8,-3
O=C(O)/C=C/C(=O)N(Cc1ccc2c(c1)OCO2)C1CC(=O)N(CCc2ccccc2)C1=O (configuration not stated),-14,7,0.3,-7,-20,-2,1,14,8,0.4,-1
CCN(C[C@H]1N[C@@](C)(C(=O)OC)[C@H]2C(=O)N(C)C(=O)[C@@H]12)C(=O)Nc1ccc(C)cc1,-9,0,-2.5,2,3,·,-7,-7,-4,-1.1,1
CCn1c(COc2ccccc2)nnc1SCC(=O)c1cccc([N+](=O)[O-])c1,18,-11,0.1,2,3,0,-6,-17,-13,3.3,1
CCOC(=O)c1csc(NC(=O)c2ccccc2)n1,-4,0,-1.2,-2,-1,·,19,-23,-7,0.4,8
O=C1/C(=C/c2ccc(F)cc2)SC(=S)N1Nc1ncc(C(F)(F)F)cc1Cl,35,0,1.5,7,13,35,6,-5,9,0.9,-6
CCCCCCC1CC(CCc2nc(=S)[nH][nH]2)C(=O)O1 (configuration not stated),8,0,2.4,-4,0,-2,-2,-28,-9,-0.9,1
COC(=O)c1ccccc1S(=O)(=O)NC(=O)c1ccccc1,-7,-3,0.7,3,0,2,-12,14,-5,-2.1,-2
C/C(=N\NC(=O)C1CC1)c1ccccc1O,640*,2,0.3,9,5,-3,0,·,0,-1.1,-5
CCOc1ccc(-c2cc(NC(=O)c3c(F)cccc3F)c(C(=O)O)s2)cc1,0,-8,1.8,-1,4,4,10,-10,-4,0.3,2
COc1cccc(-c2cc(C(=O)Nc3cccnc3Cl)no2)c1,-6,31*,0.0,-4,-11,-6,-7,10,-12,0.4,-4
CSc1sc(-c2n[nH]c(=S)n2C)c2c1C=CCC2,0,10,-2.7,1,0,3,-14,-21,-7,-0.3,-3
COc1ccc(N2C(=O)CC(N3CCC(c4nc5ccccc5[nH]4)CC3)C2=O)cc1 (configuration not stated),-30,-4,2.8,2,10,1,0,14,-5,-0.1,2
Cc1ccc(NC(=O)c2cccc(OCc3c(C)noc3C)c2)cc1S(=O)(=O)Nc1ccccc1Cl,171,-3,-0.4,11,-4,1,11,-1,7,-1.4,2
Cc1oc2c(C)c3oc(=O)c(CCC(=O)NCCCN4CCCC4=O)c(C)c3cc2c1C,1,-5,0.6,5,-12,·,-8,-5,1,-0.2,-5
O=C(NC(Cc1ccccc1)C(=O)O)/C(=C/c1cccc([N+](=O)[O-])c1)NC(=O)c1cccc(Br)c1 (configuration not stated),-17,-8,0.5,-4,2,·,-9,-1,-6,-0.2,1
c1ccc(C(c2nnnn2Cc2ccco2)N2CCN(C3CCCC3)CC2)cc1 (configuration not stated),-1,0,-1.1,7,9,-1,-13,1,-6,0.7,-5
O=C1c2ccccc2C(=O)N1CCc1csc(-c2ccc(F)cc2)n1,7,-7,-2.5,1,·,-1,4,·,-1,-0.6,-1
Cn1nccc1C(=O)Nc1ccn(C23CC4CC(CC(C4)C2)C3)n1,-21,-9,-1.3,-4,-14,0,-7,-2,-8,-0.3,1
CCCCn1c(SCC(=O)NC2CC(C)(C)NC(C)(C)C2)nc2cc(S(N)(=O)=O)ccc21,-6,-10,-0.7,4,0,1,-2,5,0,-0.5,0
O=C(NCC(F)(F)F)Nc1cccnc1,149,1,1.7,0,8,-1,-15,3,-1,0.0,1
O=C(NCCc1nc(-c2ccccc2Cl)no1)C1CCCCC1,-12,-5,0.8,8,-6,·,-14,-14,-27,-0.4,-1
Cc1ccc(/C=C2\CCn3c2nc2cc(C(=O)O)ccc2c3=O)c(C)c1,-19,-20,-0.4,-6,10,8,10,-3,9,-0.2,4
CCOc1ccc(NC(=O)CN(C)C(=O)c2ccccc2-n2cnnn2)cc1OCC,-6,-2,0.1,-3,9,0,7,-16,-7,0.3,2
CN(c1ccccc1)S(=O)(=O)c1ccc(NC(=O)c2ccccc2C(=O)O)cc1,-11,-4,1.7,-4,-6,0,-12,-1,-1,-0.4,-4
O=C(C[C@H]1C/C=C\CC[C@@H](Cc2ccc(F)cc2)C(=O)OC[C@H]2CCCN2C1=O)NCCO,0,6,2.6,-3,-7,·,-1,10,-6,1.6,-2
COc1ccc(N(CC(=O)NCc2ccco2)S(C)(=O)=O)cc1OC,13,-7,-2.2,-1,-3,-1,-2,-42,-5,1.2,-1
CCOc1ccc(N(CC(=O)N2CCc3ccccc32)S(=O)(=O)c2c(C)noc2C)cc1,-26,-1,1.0,-1,-6,·,-14,-20,-8,0.8,0
CCSc1ccccc1C(=O)Nc1cccnc1,-2,-4,-0.1,9,-1,27,-10,-1,-5,-0.9,-1
CCCCn1c(=O)n(C)c(=O)c2c3c(sc21)COC(C)(C)C3,6,-12,-3.6,-4,-21,4,-12,32,0,1.7,-3
CSCCC(NC(N)=O)C(=O)Nc1ccc2ccccc2c1 (configuration not stated),-6,-1,-1.0,3,10,22,-5,-24,4,0.0,3
Nc1nonc1C(=O)N/N=C/c1ccncc1,166,-7,2.3,-2,-5,·,-8,-22,-1,0.4,-1
COc1ccc(/C=C/C(=O)NC(=S)N2CCN(C)CC2)cc1,13,-3,2.5,0,11,1,16,21,0,1.2,-3
CCOC(=O)c1cn2nc(Oc3ccccc3)ccc2n1,6,-6,-0.2,·,8,-2,-7,-30,·,-1.6,-4
Nc1cc(=O)[nH]c(SCC(=O)Nc2cc(S(=O)(=O)N3CCCCCC3)ccc2Cl)n1,22,37*,-2.4,-8,-1,-2,1,-10,-3,0.9,-3
CN1c2ccccc2C(=O)/C(=C\Nc2ccc(F)cc2)S1(=O)=O,-3,-8,-0.4,13,-9,-7,-23,16,2,-0.8,-3
O=C(NCc1ccc2c(c1)CCO2)Nc1cccc(C(F)(F)F)c1,-8,2,-6.7,·,1,-3,-9,-10,·,-0.7,-5
C=CC[n+]1c(-c2ccc(Cl)cc2Cl)csc1Nc1c(C)n(C)n(-c2ccccc2)c1=O,-21,-10,0.3,-7,7,51*,16,-7,-1,-0.1,-2
Cc1ccc(NC2=C(Cl)C(=O)OC2OC(=O)c2ccco2)cc1C (configuration not stated),144,-2,-2.3,0,0,1,-1,23,-3,-0.9,5
COc1ccccc1NS(=O)(=O)c1cccc(NC(=O)c2nn(C)c(=O)c3ccccc23)c1,1,?,-1.3,-4,8,4,-6,0,-1,-1.5,3
O=C(O)CSc1c2c(nc3cc(C(=O)Nc4ccc(F)c(Cl)c4)ccc13)CCCC2,59,-24,0.8,5,-6,-2,-12,-23,-2,0.7,-3
CCOC(=O)N1CCN(C(=O)c2ccc(CN(c3ccccc3)S(C)(=O)=O)cc2)CC1,6,-1,-0.9,0,14,·,-4,·,-6,-0.3,-1
O=C(Oc1cccc(C(=S)N2CCOCC2)c1)c1cccc(Cl)c1,8,0,1.0,-5,-7,0,3,5,-2,-0.1,0
CC1(C)CCC[C@]2(C)C(CS(=O)c3ccccc3)=C(C=O)CC[C@@H]12 (some centres not stated),161,-7,2.2,-4,-1,0,1,-12,1,-4.4,-4
Cc1cccn2c(=O)c(/C=N/O)c(Nc3ccccc3F)nc12,-2,20*,2.6,-4,-6,-2,-3,-17,-9,-0.6,0
COc1c(/C=N/NS(=O)(=O)c2ccc(C)cc2)c(CCN(C)C(C)=O)cc2c1OCO2,71,-9,-0.5,-1,-9,-4,1,7,5,-0.9,3
Cc1cc(C(=O)CSc2nnnn2C)c(C)n1-c1ccc2c(c1)OCCO2,-25,-5,-0.7,-7,9,10,-13,-5,0,0.2,-3
CCCC(=O)NC(=S)Nc1cccc(C(C)=O)c1,-1,0,0.6,0,-3,4,-1,7,-1,2.6,6
CCOC(=O)C(C#N)C(c1cccnc1)c1c(C)[nH][nH]c1=O (configuration not stated),-22,1,-1.7,16,1,-1,-4,·,-9,-0.3,-11
CCOC(=O)N1CCN(c2c(-c3ccc(C)c(C)c3)c(=O)c2=O)CC1,-13,-7,-0.5,7,-7,2,-4,·,0,0.9,-8
CC(C)C(NC(=O)c1ccc([N+](=O)[O-])cc1Cl)C(=O)N1CCCC1 (configuration not stated),6,-1,3.3,-1,·,0,0,-19,0,-0.6,-2
CC(=O)N1c2ccc(S(=O)(=O)N3CCCC3C(=O)Nc3cccc(F)c3)cc2CC1C (configuration not stated),-10,-2,0.2,6,9,·,-5,13,-4,-0.2,-5
Cc1ccc(-n2c(=O)c3cc4c(=O)n(-c5ccc(C)c(C)c5)c(=O)c4c(C(=O)c4ccc(C(=O)O)cc4)c3c2=O)cc1C,279,-5,-1.8,-9,-3,3,-4,-3,-11,-0.5,6
CCN(CC(=O)Nc1ccc(OC)cc1)C(=O)c1cc(-c2cccs2)nn1-c1ccccc1,-9,-6,1.4,3,16,16,-5,57,5,15,3
COc1ccc(CNC(=O)C(OC(=O)c2ccco2)c2ccc(F)cc2)cc1 (configuration not stated),-6,-12,-0.4,3,-18,-1,-15,30,-12,-0.1,1
O=c1c2ccccc2nnn1CSc1ccc2ccccc2n1,i,-6,-1.3,1,1,-1,2,-18,14,2.6,1
